MmCpn inh: Inhibitors of TCP-1 ring complex (TRiC) of Methanococcus maripaludis (MmCpn): qHTS | Chaperonin Mm-Cpn (Methanococcus maripaludis) | purified Mm-Cpn ATPase, ADP Transcreener TR-FRET | Potency, µM (doses to about 76.9 µM), inactives show at the top dose activity, negative = inhibition, actives largely listed as inhibitors | 330,000 tested, 0.031% active | AID 504842, 2011; further: potency means the concentration at half of the fitted maximal effect; on the % scale 0 is the no-effect control and ±100 the full control effect; nearly all actives have a fitted effect of over 80% in size
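Reaction buffer contained 30 mM Tris pH 7.4, 100 mM KCl, 5 mM MgCl2 and 1 mM DTT. Mm-CPN (25 nM final) hydrolysed 10 uM ATP over 30 min at 37°C; ADP was read by HTRF.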
GLP1R inv ag: qHTS of GLP-1 Receptor Inverse Agonists (Inhibition Mode); Potency, µM (titrated, usually from 38.3 µM), for the others: at the highest dose activity change, negative = inhibition, hits mostly inhibitors; 410,000 tested, 1.6% active; AID 624417, 2012; HEK293 GLP-1R CRE-luciferase, luminescence, 24 h; GLP-1R form is constitutively active; Glucagon-like peptide 1 receptor (Homo sapiens), P43220; further: potency means the concentration at half of the fitted maximal effect; on the % scale 0 is the no-effect control and ±100 the full control effect; nearly all actives have a fitted effect of over 55% in size
Target sequence (P43220 whole entry, looked up): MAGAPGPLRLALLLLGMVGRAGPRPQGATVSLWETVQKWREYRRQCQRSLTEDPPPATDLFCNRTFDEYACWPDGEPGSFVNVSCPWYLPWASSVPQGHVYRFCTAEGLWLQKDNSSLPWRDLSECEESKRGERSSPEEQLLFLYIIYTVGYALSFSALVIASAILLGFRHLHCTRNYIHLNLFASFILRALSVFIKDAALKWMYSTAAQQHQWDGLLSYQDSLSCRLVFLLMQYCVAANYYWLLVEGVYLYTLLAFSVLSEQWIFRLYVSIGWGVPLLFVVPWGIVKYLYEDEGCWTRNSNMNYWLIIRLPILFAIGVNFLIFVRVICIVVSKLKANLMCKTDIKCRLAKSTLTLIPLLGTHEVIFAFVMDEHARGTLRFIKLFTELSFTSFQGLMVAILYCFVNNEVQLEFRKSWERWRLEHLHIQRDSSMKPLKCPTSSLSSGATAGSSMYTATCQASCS
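Readout was luciferase luminescence, measured 12 min after detection reagent at room temperature. Beforehand, GLP-1R reporter HEK293 cells had sat 12 h, then received compounds for 24 hr at 37 deg C.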
FUS suppressor: qHTS for Suppressors of FUS Proteinopathy: Primary screen using FUS-linked yeast assay. S. cerevisiae FUS-expressing, growth rescue, OD600, 24 h. Potency, µM (series often up to 76.6 µM), for the others: at the highest dose growth rescue (activation), usual class: activators. 390,000 tested, 0.24% active. AID 1347120, 2019;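 further: potency means the concentration at half of the fitted maximal effect; plate controls were DMSO vehicle for no effect and reference control for full effect; nearly all actives have a fitted effect of over 55% in size; some results filed as inactive show a strong effect at the top dose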
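Steps: raffinose overnight preculture; dilution to OD 0.005 in 2% galactose minimal medium; compound addition (concentration series); 24hr at 30C, 99% humidity; absorbance read at 600 nm.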
PTHR1 ag: qHTS for PTHR1 Agonists: Primary Screen | Parathyroid hormone/parathyroid hormone-related peptide receptor (Homo sapiens), Q03431 | HEK293 GP2 PTHR1 cells, GloSensor cAMP luminescence, 1 h | Potency, µM (highest dose often 115 µM), for the others: at the highest dose activation, actives largely listed as activators | 410,000 tested, 0.075% active | AID 743266, 2014; further: potency means the concentration at half of the fitted maximal effect; nearly all actives have a fitted effect of over 55% in size; some results filed as inactive show a strong effect at the top dose; inactives centre near -15; many of its hits are not listed in these tables
Target sequence (Q03431 whole entry, looked up): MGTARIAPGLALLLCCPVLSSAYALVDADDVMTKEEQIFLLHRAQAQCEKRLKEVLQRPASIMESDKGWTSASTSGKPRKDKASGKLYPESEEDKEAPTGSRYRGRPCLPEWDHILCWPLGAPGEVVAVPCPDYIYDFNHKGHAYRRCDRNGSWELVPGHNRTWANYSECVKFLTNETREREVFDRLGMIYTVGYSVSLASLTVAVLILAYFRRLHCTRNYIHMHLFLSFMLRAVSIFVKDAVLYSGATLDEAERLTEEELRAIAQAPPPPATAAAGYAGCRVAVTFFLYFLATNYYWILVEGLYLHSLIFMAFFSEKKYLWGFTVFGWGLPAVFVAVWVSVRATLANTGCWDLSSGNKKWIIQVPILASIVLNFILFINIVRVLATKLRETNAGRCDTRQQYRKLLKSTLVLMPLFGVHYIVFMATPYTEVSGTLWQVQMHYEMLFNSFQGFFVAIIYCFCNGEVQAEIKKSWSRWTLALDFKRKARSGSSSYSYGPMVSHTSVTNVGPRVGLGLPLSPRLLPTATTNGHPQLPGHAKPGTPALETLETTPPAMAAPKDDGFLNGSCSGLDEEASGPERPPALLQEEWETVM
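HEK-293-derived GP2 cells expressing PTHR1 and a GloSensor cAMP reporter, 3,000/well, plated overnight, given luciferin plus IBMX (each 0.5 mM as added) for 1 h at 37 °C, then compound for 1 h at 37 °C. Luminescence was read after 15 min at room temperature.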
aSyn rescue: qHTS of alpha-syn Inhibitors; 370,000 tested, 0.14% active; Potency, µM (series often up to 46.1 µM), inactives show at the highest dose growth rescue (activation), hits mostly activators; Yeast expressing alpha-synuclein, growth rescue, BacTiter-Glo, 24 h; further: potency means the concentration at half of the fitted maximal effect; % of control where 0% means no effect; nearly all actives have a fitted effect of over 65% in size
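Rescue of yeast growth: cells expressing toxic alpha-synuclein, induced in galactose at OD600 0.02, incubated with compound 24 h at 30 C. ATP luminescence quantified growth; inhibitors of toxicity appear as activators.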
GLP1R cytotox: qHTS of GLP-1 Receptor Inverse Agonists: Cytotox Screen; HEK293 cAMP-luciferase reporter cells, luminescence, 24 h; 410,000 tested, 0.13% active; Potency, µM (highest dose often 38.3 µM), for inactives: top-dose activity change, negative = inhibition, hits mostly inhibitors; AID 624418, 2012;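 further: loss of luciferase light is scored as toxicity; potency means the concentration at half of the fitted maximal effect; on the % scale 0 is the no-effect control and ±100 the full control effect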
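Quantitative HTS format, 1536 wells, 200 cells/uL seeded. Compounds: 23 nL, 24 h, 37 °C. Detection: luciferase reagent, luminescence at 12 min RT; decreased signal taken as cytotoxic.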
Abeta yeast res: qHTS for compounds that reverse cellular toxicity of Amyloid beta (A-beta) peptide in yeast: Primary Screen. yeast expressing A-beta42, growth rescue, OD600, 48 h; response scale: 0% DMSO, 100% iron-clioquinol control. Potency, µM (titrated, usually from 46.1 µM), inactives show at the top dose growth rescue, hits mostly activators. 410,000 tested, 0.063% active; further: potency means the concentration at half of the fitted maximal effect; nearly all actives have a fitted effect of over 55% in size
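Yeast A-beta toxicity model in growth medium with pinned compounds, 48 h at 30 C; growth read as absorbance at 600 nm. Normalized to FeCl3/clioquinol equimolar mix (positive) and DMSO (negative).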
pAkt inh: HTS Assay for Inhibitors of Akt Phophorylation: Primary Screen; 360,000 tested, 0.32% active; AID 651550, 2012; Neuro2A IGF-stimulated pAkt S473 HTRF, 20 min; active compounds read low; activity change, % for hits at 50 µM; in the data active means activity change below about -80%; inconclusive means mostly about -51% to -80%; further: on the % scale 0 is the no-effect control and ±100 the full control effect
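Neuro2A cells (4,500/well, DMEM with 0.5% FBS) were treated with compound at a single 50 µM final concentration, stimulated with 6 nM IGF for 20 min at 37 °C, and lysed. Phospho-Akt Ser473 was read by HTRF as 665/615 ratio ×10^4.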
TDP43 rescue: qHTS of TDP-43 Inhibitors; TDP-43 expressing yeast growth rescue, BacTiter-Glo, 24 h; 410,000 tested, 1.8% active; Potency, µM (top dose mostly 46.1 µM), without a hit: top-dose growth rescue (activation), most hits filed as activators; further: potency means the concentration at half of the fitted maximal effect; % of control where 0% means no effect; nearly all actives have a fitted effect of over 50% in size
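Yeast cells expressing TDP-43 under galactose induction are exposed to compounds for 24 hr at 30 deg C. BacTiter-Glo luminescence measures growth, so protective compounds score as activators.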
An asterisk follows results filed as active; i = inactive; ? = inconclusive; . = no result given; [ ] = remark or other dose. Unless noted, the call rests on the fitted dose curve; in most records, active means well fitted curve in the direction sought with a large enough effect; inconclusive means small, poorly fitted or top-dose-only effect, or another doubt; inactive means no such curve, though single readings can be large; an effect the other way counts as inactive or inconclusive.

molecule	TDP43 rescue	Abeta yeast res	PTHR1 ag	aSyn rescue	GLP1R inv ag	FUS suppressor	MmCpn inh	pAkt inh	GLP1R cytotox
c1ccc2nc(N3CCOCC3)c(N3CCOCC3)nc2c1	1%	-27%	i	4%	14%	-6%	0%	i	-9%
CC1CCc2c(C(=O)Nc3ccc(N4CCOCC4)cc3)csc2C1 (stereo not drawn)	7.1µM*	-19%	-24%	6%	?	-14%	1%	i	-7%
CCCOC(=O)CSc1nnc(-c2ccccc2Cl)o1	3%	9%	i	1%	12%	7%	-4%	i	7%
Cc1ccc(C(=O)Nc2ccccc2C(=O)NC(C(=O)O)C(C)C)cc1 (stereo not drawn)	-30%[inhibitor]	6%	-12%[57.5 µM]	0%	19%	15%	-16%[15.4 µM]	i	-5%
CCc1noc(C)c1C(=O)N1CCN(c2cccc(C)c2C)CC1	16%	15%	i	4%	-23%	16%	2%	i	0%
O=C(O)COc1ccc(Cl)cc1C1CCCCC1	?	-16%	i	2%	-22%	0%	.	i	9%
CCOC(=O)c1nnc(-c2ccccc2)nc1N1CCSCC1	26%	2%	-26%	0%	-29%	10%	0%	i	8%
OC(c1ccccc1)(c1ccccc1)c1nccc2ccccc12	2%	-10%	i	2%	?	.	.	i	3%
Cc1sc2ncnc(OCC(=O)N3CCN(C(=O)c4ccco4)CC3)c2c1C	23%	-3%	-32%[inhibitor]	2%	2%	-19%	-4%	i	4%
COC(=O)c1cc(NC(=O)CCc2c(C)nc3c4c(C)cc(C)nc4nn3c2C)cc(C(=O)OC)c1	?	-22%	-12%	.	5%	-18%	.	.	15%
COc1ccc(-c2nc3ccc(C(=O)NCC(OC)OC)cc3nc2-c2ccc(OC)cc2)cc1	2%	11%	-3%	7%	-17%	14%	?	i	58%[activator]
CC(NC(=O)c1ccccc1)C(=O)N/N=C/c1cccc([N+](=O)[O-])c1 (stereo not drawn)	-3%	1%	i	2%	1%	-1%	1%	i	-2%
CN1CC(=O)N(CC(=O)NCCc2ccc(F)cc2)c2ccccc2C1=O	11%	4%	i	-2%	-1%	14%	0%	i	-13%
COCc1nnc(SCC(=O)Nc2cccc(Cl)c2C)n1-c1ccccc1	-5%	13%	14%[57.5 µM]	2%	-17%	1%	-1%	i	-3%
COC(=O)c1cc(NS(=O)(=O)c2ccc3c(c2)CCC(=O)N3)cc(C(=O)OC)c1	-11%	-3%	i	-8%	-3%	24%	1%	i	-2%
Cc1ccc(C)c(Cn2nnc3c(=O)[nH]c(C4CCN(C(=O)c5cccs5)CC4)nc32)c1	11%	22%	-14%[57.5 µM]	-4%	-6%	?	1%	i	-25%
CN(C(=O)CSc1nnc(-c2ccc3c(c2)OCO3)o1)C1CCS(=O)(=O)C1 (stereo not drawn)	-8%	-7%	i	1%	6%	-11%	0%	i	-2%
CCCc1nc2oc3cc(OC)ccc3c(=O)c2c(=O)n1Cc1ccco1	6%	-34%[inhibitor]	i	7%	18%	.	-1%	i	-5%
Cc1ccc(S(=O)(=O)N2Cc3ccccc3CC2C(=O)Nn2cnnc2)cc1 (stereo not drawn)	-9%	14%	-11%[57.5 µM]	1%	-3%	16%	2%	.	11%
O=C(CSc1nc2ccccc2o1)NCc1ccc2c(c1)OCO2	14µM*	10%	-12%	0%	?	13%	-1%	i	-7%
CCCN(CC(=O)Nc1ccccc1OC)C(=O)CN1C(=O)NC2(CCCCC2)C1=O	-16%	-2%	1%	-1%	1%	.	-5%	i	48%[activator]
O=C1C2C3C=CC(C3)C2C(=O)N1c1cccc(-c2nc3ccccc3o2)c1 (stereo not drawn)	3%	17%	i	7%	3%	0%	0%	.	0%
Cc1nnc(SCc2nc3ccccc3[nH]2)s1	-1%	-1%	i	-12%	8%	25%	0%	i	1%
Cc1cc(C)cc(-n2c(SCC(=O)NC3CCCCC3)nc3c([nH]c4ccccc43)c2=O)c1	?	-3%	-50%[inhibitor]	0%	2%	-14%	.	.	-10%
Nc1cc(=O)[nH]c(SCC(=O)Nc2ccc([N+](=O)[O-])cc2)n1	0%	5%	i	7%	20%	?	5%	i	5%

Other entries
molecule	TDP43 rescue	Abeta yeast res	PTHR1 ag	aSyn rescue	GLP1R inv ag	FUS suppressor	MmCpn inh	pAkt inh	GLP1R cytotox
Cc1cnc(C(=O)N2CCCC(N3CCN(c4cccc(C(F)(F)F)c4)CC3)C2)cn1 (stereo not drawn)	-13%	6%	i	6%	-21%	-17%	-1%	i	-10%
COc1ccc(-n2nc(C(=O)N(C)C)nc2-c2ccccc2)cc1	2%	17%	-11%	1%	-1%	24%	1%	i	1%
CCn1c(=NC(=O)c2ccc(S(=O)(=O)N3CCCC3)cc2)sc2cc(Br)ccc21	5%	-9%	-13%	.	11%	14%	.	.	0%
CC(C)(C)C(=O)Nc1ccc(S(=O)(=O)Nc2ccccn2)cc1	0%	-14%	i	-3%	8%	23%	0%	i	-5%
O=C(NCc1nnc2c(C(F)(F)F)cc(Cl)cn12)c1ccc2c(c1)OCO2	12%	-11%	-28%	1%	0%	27%	1%	i	6%
CC1(C)C2CCC13CS(=O)(=O)NC3C2 (stereo not drawn)	-9%	-10%	i	-8%	8%	-30%	-2%	i	-5%
COc1ccc(-n2ncc3c(N(C)C4CCCCC4)ncnc32)cc1	?	4%	-33%[inhibitor]	-13%	-82%	1%	-1%	i	0%
CCC(=O)Oc1ccc2c(C)cc(=O)oc2c1C	-12%	10%	i	-15%	-3%	-9%	-2%	i	407%[activator]
CSc1nnc(SCC(=O)N(C)c2c(N)n(Cc3ccccc3)c(=O)[nH]c2=O)s1	25%	-3%	i	-1%	6%	9%	0%	i	-6%
Cn1c(SCC(=O)NC(C)(C)C)nc(O)cc1=O	-11%	5%	i	2%	0%	10%	-1%	i	3%
C[C@H](c1ccccc1)N1C[C@H](COCc2ccccc2)Oc2cc(N3CC[C@H](N(C)C)C3)ccc2S1(=O)=O	15%	0%	-33%[inhibitor]	-19%	?	39%	.	i	5%
Cn1c(=O)c2c(nc(NC(Cc3ccccc3)C(=O)O)n2Cc2ccccc2)n(C)c1=O (stereo not drawn)	-4%	1%	i	-6%	0%	4%	2%	i	-15%
COc1ccc(C2c3sc(=O)[nH]c3SC3C(=O)N(c4ccccc4)C(=O)C32)cc1 (stereo not drawn)	9%	-3%	-5%	2%	2%	?	1%	i	2%
Cc1ccc(CNC(=O)[C@H](C)N2C(=O)N3CCc4c([nH]c5ccccc45)[C@@]3(C)C2=O)cc1	8%	-18%	-25%	-1%	?	-2%	-1%	i	3%
O=C(CCNS(=O)(=O)c1ccc2c(c1)CCN2C(=O)C1CC1)Nc1ccc(OC(F)(F)F)cc1	12%	-11%	-19%	-8%	7%	-10%	.	.	-13%
O=[N+]([O-])c1ccc(N/N=C/c2ccccc2)c(F)c1	-25%	25%	-28%	-14%	?	.	1%	i	24%
CCOc1ccc(NC(=O)Cn2nnc(-c3ccccc3F)n2)cc1	-15%	7%	i	1%	-10%	-3%	1%	i	3%
O=C(C(O)c1ccccc1)N1CCN(S(=O)(=O)c2ccc(C(F)(F)F)cc2)CC1 (stereo not drawn)	0%	2%	i	?	9%	24%	.	i	-7%
Cc1ccccc1-c1nnc(SCC(=O)N(C)c2c(N)n(Cc3ccccc3)c(=O)[nH]c2=O)n1C	7%	-7%	i	3%	6%	2%	1%	i	7%
COc1cccc(C(=O)Nn2c(C)nnc2-n2nc(C)cc2C)c1	-2%	5%	-7%[57.5 µM]	-7%	0%	13%	0%	i	5%
Cc1sc2nc(SCC(=O)OC(C)C)n(C)c(=O)c2c1C	21%	-7%	i	8%	7%	.	-5%	i	-11%
CSc1ccc2[nH]c(=O)cc(C)c2c1	-17%	-4%	i	-15%	74%[activator]	7%	-8%	i	-2%
CCCOc1ccc(NC(=O)c2c(-c3ccccc3)noc2C)cc1	8%	-7%	-5%	-4%	-9%	-14%	-5%	i	?
CC(=O)NNC(=O)c1[nH]c2ccc(Br)cc2c1-c1ccccc1	-4%	7%	i	0%	10µM*	18%	-16%	i	0%
CCc1cccc(NC(=O)Cn2c(=O)n(CC3CCC(C(=O)NCCc4ccccc4)CC3)c(=O)c3ccccc32)c1 (stereo not drawn)	14%	-2%	-64%[inhibitor]	.	6%	25%	.	.	1%

An excerpt; rates above refer to the full screens.
